High-throughput results from PubChem.
Mtb RmlCD inh: blocks M. tuberculosis RmlC and RmlD coupled enzymes | RmlC+RmlD coupled enzyme assay, percent inhibition; primary screen in compound mixtures | inhibition, % at 3.6 µM | 0.03% of 160,000 active | AID 1533; in the data active = inhibition mostly above about 34%, no sharp cut-off; inconclusive = no clear call, values can overlap the other calls; inactive = mostly below about 22%; also: some results filed as inactive read as strong as hits
Target sequence (P9WH09 whole entry, looked up): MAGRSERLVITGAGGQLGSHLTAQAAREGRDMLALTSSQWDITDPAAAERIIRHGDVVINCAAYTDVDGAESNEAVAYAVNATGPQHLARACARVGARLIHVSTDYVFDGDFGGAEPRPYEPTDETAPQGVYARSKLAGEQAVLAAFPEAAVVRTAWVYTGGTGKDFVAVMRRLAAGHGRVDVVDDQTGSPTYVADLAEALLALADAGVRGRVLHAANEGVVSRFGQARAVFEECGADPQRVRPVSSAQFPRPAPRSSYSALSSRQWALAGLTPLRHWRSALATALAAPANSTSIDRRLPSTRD
Target sequence (P9WH11 whole entry, looked up): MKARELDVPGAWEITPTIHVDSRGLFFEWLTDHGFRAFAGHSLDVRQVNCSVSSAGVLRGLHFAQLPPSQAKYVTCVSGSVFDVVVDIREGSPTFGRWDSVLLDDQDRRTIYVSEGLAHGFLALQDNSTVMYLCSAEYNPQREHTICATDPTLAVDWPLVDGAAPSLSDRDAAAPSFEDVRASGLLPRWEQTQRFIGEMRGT
GlmU inhibition: inhibition of mycobacterial GlmU enzyme – biochemical, glucosamine-1-phosphate acetyltransferase (AID 1376); M. tuberculosis GlmU acetyltransferase enzyme assay; higher % means a stronger effect; one-dose inhibition, %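 (tested at 30 µM in the primary screen)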; IC50 in µM for titrated hits; 0.25% of 220,000 active; in the data active = inhibition above about 13%; inconclusive = no clear call, values can overlap the other calls;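 also: 0% = complete reaction with vehicle and 100% = reaction without substrate; strong numbers were not always called active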
The depositor's hits bear a star; ? = inconclusive; . = no result given. The list is partial; count on the stated rates, not on these rows.

The first four records, ahead of the listing:
SMILES	Mtb RmlCD inh	GlmU inhibition
CCOC(=O)Cc1csc(NC(=O)COc2ccccc2OC)n1	.	-0.2%
C=CCNC(=S)Nc1sc2c(c1C(=O)OCC)CC(C(C)C)OC2 (stereo not drawn)	.	-0.6%
COc1ccc(CN2CCN(C(=O)COc3cccc(C)c3)CC2)c(OC)c1	.	2.2%
Cc1ccc(-c2noc(C3CCCN(S(=O)(=O)c4ccc5ccccc5c4)C3)n2)o1 (stereo not drawn)	1.3	-0.3%

Results, previewed entries included:
SMILES	Mtb RmlCD inh	GlmU inhibition
CCOC(=O)Cc1csc(NC(=O)COc2ccccc2OC)n1	.	-0.2%
C=CCNC(=S)Nc1sc2c(c1C(=O)OCC)CC(C(C)C)OC2 (stereo not drawn)	.	-0.6%
COc1ccc(CN2CCN(C(=O)COc3cccc(C)c3)CC2)c(OC)c1	.	2.2%
Cc1ccc(-c2noc(C3CCCN(S(=O)(=O)c4ccc5ccccc5c4)C3)n2)o1 (stereo not drawn)	1.3	-0.3%
CCOC(=O)c1sc(NC(=O)c2cccnc2)c(C#N)c1C	.	4.1%
CCOC(=O)c1c(P(=O)(N2CCOCC2)N2CCOCC2)noc1N	.	8.9%
O=C(c1ccccc1F)N1CCN(S(=O)(=O)c2ccc(S(=O)(=O)N3CCCCC3)cc2)CC1	.	0.3%
CCOc1ccc(C(=O)Nc2c3c(nn2-c2cccc(Cl)c2)CS(=O)C3)cc1 (stereo not drawn)	.	-5.1%
COc1ccccc1/C=C/C(=O)Nc1ccc2c(c1)OCCO2	.	1.9%
N#CC(Sc1ccccn1)c1ccc(Cl)cc1Cl (stereo not drawn)	.	-2.6%
Cc1ccccc1N1C(=O)CSC1=C(C#N)C#N	8.5	-3.0%
CCN(CC)S(=O)(=O)c1cccc(C(=O)NCC2CCCO2)c1 (stereo not drawn)	11.5	-1.4%
CC1(NC(=O)N2CCOCC2)CCS(=O)(=O)C1 (stereo not drawn)	-7.2	9.2%
COCCNC(=O)NC1(C(F)(F)F)Oc2ccc(Cl)cc2O1 (stereo not drawn)	6.5	10.6%
OC(COc1ccc(CN2CCCCO2)cc1)CN1CCCCC1 (stereo not drawn)	.	1.6%
COc1cccc(-c2csc(N3CCN(C(=S)Nc4ccccc4OC)CC3)n2)c1	.	0.4%
COc1ccccc1-n1c(O)c(C=NCCN2CCNCC2)c(=O)[nH]c1=O	.	5.6%
O=C(NNC(=O)c1ccccc1[N+](=O)[O-])c1ccccc1[N+](=O)[O-]	15.7	4.2%
Cc1cc(C)c(S(=O)(=O)NCC23C=CC(O2)C2C(=O)N(c4ccccc4)C(=O)C23)c(C)c1 (stereo not drawn)	.	2.0%
CN1CCN(c2oc(/C=C/c3ccccc3)nc2C#N)CC1	-2.9	7.6%
CCN(CC)C(=O)CSc1nnc(-c2cnccn2)n1-c1ccc(C)cc1	11.4	3.2%
COc1cccc(-c2nnc(SCc3nc4ccccc4s3)n2C)c1	10.7	4.3%
C=CCN1CN(S(=O)(=O)c2cccs2)c2nc3ccccc3nc21	5.8	1.0%
NS(=O)(=O)c1ccc(-c2ccc(/C=N/NC(=O)c3ccc([N+](=O)[O-])cc3)o2)cc1	-3.0	3.1%
COc1ccc(C2C3=C(NCCN=C3c3ccccc3)C(=O)N2c2ccccc2)c(OC)c1 (stereo not drawn)	9.7	-2.7%
COC(=O)C1Cc2c([nH]c3ccccc23)C(C)N1 (stereo not drawn)	8.0	-2.2%
O=S(=O)(c1cccs1)N1CN(C2CCCC2)c2nc3ccccc3nc21	-9.9	3.8%
Cc1ccc(CN2CCSc3ccc(C(=O)N4CCN(c5ncccn5)CC4)cc32)cc1	11.0	3.2%
Cc1ccc(CN2CC(C(=O)Nc3ccc(F)c([N+](=O)[O-])c3)CC2=O)cc1 (stereo not drawn)	6.6	-2.8%
COc1ccccc1C(CCNS(=O)(=O)c1ccc(C)cc1)c1ccco1 (stereo not drawn)	.	3.6%
C=CCNC(=O)CSc1nnc(-c2cccs2)o1	-8.6	-4.2%
O=C(Cn1cnc2ccccc2c1=O)NCC(=O)N1CCOCC1	9.1	2.3%
O=C(O)CCN(Cc1ccccc1)S(=O)(=O)c1ccc(Cl)cc1F	-6.0	-2.8%
COCCn1c(SCC(=O)NNC(=O)c2ccccc2)nc2ccccc2c1=O	14.0	3.8%
COC(=O)c1cc(Cl)c(NC(=O)c2cc(OC)c(OC)c(OC)c2)cc1OC	-12.4	-1.9%
COc1cc(Cl)c(C)cc1NC(=O)CSc1nnc(CCC(=O)O)c(=O)[nH]1	.	-1.5%
O=C(CP(=O)(c1ccccc1)c1ccccc1)Nn1cnnc1	.	2.9%
CCN(CC)c1ccc(S(=O)(=O)N2CCOCC2)cc1NC(=O)CN1CCN(Cc2ccccc2)CC1	15.4	-0.7%
Cc1nc(C)c(C(=O)N/N=C/c2ccco2)s1	2.2	-0.2%
C/C(=N\N1CCN(c2ccccc2)CC1)c1ccco1	-8.8	-4.5%

Reprinted at random: seven records from the list
SMILES	Mtb RmlCD inh	GlmU inhibition
O=C(O)CCN(Cc1ccccc1)S(=O)(=O)c1ccc(Cl)cc1F	-6.0	-2.8%
O=S(=O)(c1cccs1)N1CN(C2CCCC2)c2nc3ccccc3nc21	-9.9	3.8%
C/C(=N\N1CCN(c2ccccc2)CC1)c1ccco1	-8.8	-4.5%
CCN(CC)c1ccc(S(=O)(=O)N2CCOCC2)cc1NC(=O)CN1CCN(Cc2ccccc2)CC1	15.4	-0.7%
COC(=O)C1Cc2c([nH]c3ccccc23)C(C)N1 (stereo not drawn)	8.0	-2.2%
Cc1nc(C)c(C(=O)N/N=C/c2ccco2)s1	2.2	-0.2%
COC(=O)c1cc(Cl)c(NC(=O)c2cc(OC)c(OC)c(OC)c2)cc1OC	-12.4	-1.9%

Additional compounds.
SMILES	Mtb RmlCD inh	GlmU inhibition
Cc1ccc(NC(=O)C[n+]2cc(-c3ccccc3)n3c2CCC3)c(C)c1	4.6	0.8%
Cc1ccc(Cc2c(C)[nH]c(=S)[nH]c2=O)cc1	16.1	-3.1%
N[C@@H](CO)c1nnc([C@H](CCC(=O)O)NC(=O)C2CCNCC2)o1	.	-1.3%
N#Cc1c(NC(=O)CSc2ncnc3sccc23)oc(-c2ccco2)c1-c1ccco1	-9.3	8.2%
O=C(COC(=O)c1ccco1)Nc1nc2ccc([N+](=O)[O-])cc2s1	-9.1	2.2%
Cc1ccc(C(C(=O)NC(C)(C)C)N(Cc2cccs2)C(=O)c2ccc3c(c2)OCCO3)cc1 (stereo not drawn)	4.5	-7.8%
CCCCNC(=S)NNC(=O)c1ccncc1	4.8	4.0%
CC1(C)NC(=O)N(CCCSc2ccc(Cl)cc2)C1=O	11.5	-2.6%
Cc1ccc(C(C)C)cc1OCCN1CCCC1	-2.9	3.8%
CCCn1cc(SCC(=O)Nc2nnc(C)s2)c2ccccc21	8.8	1.6%
Cc1ccc(CNC(=O)c2oc3ccc(S(=O)(=O)N4CCOCC4)cc3c2C)cc1	.	-3.3%
C=CCNc1nc(-c2c(C)nc3sccn23)cs1	.	-3.4%
O=C(c1cccc2ccccc12)C1CCCN(C(=O)CCN2CCCO2)C1 (stereo not drawn)	-5.6	-1.0%
O=C(CSc1ccc(Cl)cc1)Nc1ccc(C2SCCS2)cc1	-7.5	0.7%
Cn1c(CO)cnc1S(=O)(=O)Cc1ccc(Cl)cc1	.	-6.4%
COc1c(N2CCN(C(=S)Nc3ccc(F)cc3)C(C)C2)c(F)cc2c(=O)c(C(=O)O)cn(C3CC3)c12 (stereo not drawn)	?	-2.8%
CC1(C)SC(=S)N(/N=C/c2ccccc2O)C1N(O)C(=O)Nc1ccccc1 (stereo not drawn)	7.0	0.9%
CCOC(=O)Cc1nnc(NC(=O)CC)s1	-2.6	-4.6%
O=C(O)CC(NNC(=O)c1ccccc1)C(=O)Nc1cccc([N+](=O)[O-])c1 (stereo not drawn)	-14.9	2.4%
Cn1c(=O)c2c(nc(Br)n2C/C=N/NC(N)=S)n(C)c1=O	-3.6	2.0%
N#Cc1c(N2CCNCC2)nc(-c2ccco2)c2c1CCCC2	-8.9	4.3%
Cc1ccc(C2C(C#N)=C(N)Oc3nc(-c4ccccc4)[nH]c32)o1 (stereo not drawn)	3.8	0.7%
O=C(CN(c1ccccn1)S(=O)(=O)c1ccc(F)cc1)Nc1ccccc1	-16.1	.
Cc1cccc(C)c1NC(=O)COC(=O)c1ccc2[nH]c3c(c2c1)CCCC3	10.2	-4.0%
N/C(=N\[N+](=O)[O-])N1CCN(C(=O)c2ccccc2)CC1	-2.7	-9.9%
CCn1ncc(/C=C2/SC(=S)NC2=O)c1C	-13.0	11.3%
CNS(=O)(=O)c1cccc(C(=O)OCC(=O)N2CCc3ccccc3C2)c1	-11.1	-1.2%
CCN(CC)C(=O)CSc1nc2ccc(NC(=O)CSc3nnc(N)s3)cc2s1	9.0	.
N/C(CCCN1CCCCC1)=N/O	.	5.6%
CC(C)NC(=O)COC(=O)c1cc(=O)[nH]c2ccccc12	-16.4	2.4%
Cc1c(C(=O)O)oc2ccc(S(=O)(=O)NCc3ccccc3)cc12	-4.6	3.3%
Cc1nc2sc(C(c3ccco3)N3CCC(C)CC3)c(O)n2n1 (stereo not drawn)	8.8	-5.8%
O=C(O)c1cc(NCc2c(F)cccc2Cl)ccc1N1CCOCC1	6.6	1.1%
Cc1cc(NC(=O)c2cnn3c(C(F)F)cc(-c4ccccc4)nc23)no1	10.6	0.7%
COc1ccc(Cn2c(CCC(=O)Nc3ccccc3OC)nc3cccnc32)cc1	0.0	-6.6%
COc1cc(S(=O)(=O)Nc2cccnc2)ccc1F	-1.0	-1.6%
Cc1ccc(Nc2c(-c3ccc(C)o3)nc3ncccn23)cc1	.	-4.7%
CCOC(=O)c1cc(C#N)c(N2CCCCC2)nc1-c1ccccc1	.	0.6%
N#Cc1c(NC(=O)c2cc(C3CC3)on2)sc2c1CCC2	5.0	6.1%
Cc1cc(NC(=O)CCC(=O)N(c2ccc(F)cc2)C(C(=O)NC2CCCC2)c2ccc(C)o2)no1 (stereo not drawn)	-4.3	-3.0%
COc1ccc(N2CCN(CC(=O)Nc3cccc(S(=O)(=O)N4CCOCC4)c3)CC2)cc1	-6.6	5.0%
Cc1ccc(-c2nnc3n2CCCCC3)cc1	6.0	-0.1%
CCCCCCC(C)n1[nH]c(=O)c2c(C)cc(=O)[nH]c21 (stereo not drawn)	-4.0	.
Cc1ccc(COn2c(-c3ccc(Cl)cc3)nc3ccc([N+](=O)[O-])cc32)cc1	-3.2	-1.5%
Cc1ccc(S(=O)(=O)N2CCC(C(=O)NNC(=O)c3ccc(F)cc3)CC2)cc1	.	0.9%
O=C(Nc1ccc2c(c1)OCCO2)c1coc2ccccc2c1=O	12.0	1.7%
CCCCCC(O)CCC(=O)NNC1=CC(=O)CC(C)(C)C1 (stereo not drawn)	-3.8	-0.5%
CC(C)(C)c1ccc(NC(=S)NCc2cccs2)cc1	-3.6	-0.5%
COc1ccc(C(=O)CSc2nccc(=O)[nH]2)cc1	.	5.3%
S=C(c1ccc(-c2ccccc2Cl)o1)N1CCOCC1	1.1	-5.6%
CC1CCN(C(=S)c2cn(Cc3cccc(F)c3)c3ccccc23)CC1	7.8	-0.6%
COc1ccccc1N/C(=N/S(=O)(=O)c1ccc(C)cc1)c1ccc(Cl)cc1	-7.0	-0.5%
Cc1c(Cl)cccc1NC(=S)N(CCN(C)C)C(C)c1ccco1 (stereo not drawn)	1.6	4.0%
COc1ccc(N=C2S/C(=C\c3ccc(C)s3)C(=O)N2CC(C)C)cc1	17.9	1.5%
COc1cc(S(=O)(=O)Nc2ncccc2C)c(OC)cc1Cl	10.5	1.4%
COCc1nc2ccccc2n1Cc1ccccc1Br	.	2.8%
O=C(O)CCSc1nnnn1-c1ccccc1	6.6	-1.5%
CNC(=S)N(Cc1ccc(Cl)cc1)Cc1cccs1	-6.2	.
COc1ccc(NC(=O)CCSCCc2ccccn2)cc1OC	.	2.8%
Cc1ccc(S(=O)(=O)NCCCNC(=O)c2ccccc2)cc1	12.0	-5.3%

Next part.
SMILES	Mtb RmlCD inh	GlmU inhibition
CCOC(=O)C1CSC(CC(=O)Nc2ccc(Cl)cc2)C(=O)N1 (stereo not drawn)	2.1	-7.1%
Cn1cccc1Cc1nnc(SCC(=O)Nc2cccc(F)c2)n1CCc1ccccc1	-8.8	2.5%
COc1ccc(S(=O)(=O)N(C)CC(=O)N2CCC(C(N)=O)CC2)cc1	-8.2	1.8%
Cc1cnc(C(=O)Nc2cc(S(=O)(=O)N3CCOCC3)ccc2N2CCN(C)CC2)cn1	-5.0	-3.5%
O=C(O)Cc1csc(-c2cccc(F)c2)n1	2.2	2.3%
COc1ccccc1OCC(=O)OCn1c(SC)nnc(C)c1=O	-10.0	4.5%
COc1ccccc1CC(=O)N1CCCc2ccccc21	.	-1.2%
CCn1c(C)nc2cc(C#N)ccc21	-11.9	-7.0%
COc1cc(CNCC(C)C)cc(Br)c1OCC(=O)Nc1ccccc1	.	-6.8%
O=C(CCn1cccc1)NC1CCCc2ccccc21 (stereo not drawn)	.	-2.5%
CCOn1c(=O)c(=O)n(OC)c2ccccc21	4.0	10.9%
COC(=O)C1C(=O)NC(SC)=C(C#N)C1c1ccccc1 (stereo not drawn)	.	3.2%
Cc1cc(C(=O)OCC(=O)Nc2ccc(S(N)(=O)=O)cc2)c2ccccc2n1	26.8	4.2%
CCc1nc2ccccc2c(C(=O)OCC(=O)NC(=O)c2cccn2C)c1C	.	0.4%
Cc1ccc(NC(=O)C(NCc2ccccn2)c2ccccc2)cc1 (stereo not drawn)	3.0	-3.3%
CC(C)(CC(=O)O)Cc1nc(-c2ccc(Cl)cc2)no1	-5.2	3.7%
O=C(/C=C\Nc1ccc2c(c1)OCO2)c1ccccn1	.	5.3%
COc1ccc(CCNC(C)=O)cc1	-8.1	0.2%
CCC(=NCCCN1CCOCC1)c1c(O)n(-c2ccccc2C)c(=O)[nH]c1=O	-11.2	4.6%
